Screening results: PubChem, several laboratories
Siah-1 displacement: Siah-1 peptide-binding antagonists, primary screen, biochemical, fluorescence polarization, rhodamine-plectin, uHTS (AID 1817) | Siah-1 / rhodamine-plectin peptide fluorescence polarization; higher % means a stronger effect | one-dose displacement, % at 20 µM; IC50 in µM for titrated hits | actives 0.02% (n = 290,000);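 active = displacement of at least 50% at 20 µM, with a fluorescence ratio check between 0.3 and a set limit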;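 note: plate controls were Siah plus tracer with DMSO for no effect and tracer alone without Siah for full effect; strong numbers were not always called active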
LYP inhibition: inhibitors of LYP phosphatase, biochemical, fluorescence intensity, uHTS (AID 1779); recombinant LYP phosphatase, fluorescence intensity; higher % means a stronger effect; actives 0.054% (n = 290,000); inhibition, % at 11.5 µM, or IC50 in µM where a hit was titrated; in the data active = inhibition above about 50%;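 note: plate controls were vehicle with enzyme for no effect and no enzyme for full effect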
PhoP inhibition: inhibitors of PhoP regulon expression, primary screen, Salmonella Typhimurium, GFP reporter (AID 1863). S. Typhimurium PhoP-regulated promoter GFP reporter, 4 h; higher % means a stronger effect. one-dose inhibition, % at 50 µM; IC50 in µM for titrated hits. actives 0.16% (n = 300,000);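 active = inhibition over 29.93%, a cutoff 3 SD above the screen mean, later confirmed by dose response; inconclusive = inhibition over 29.93% but no dose response follow-up; inactive = inhibition at most 29.93% or unconfirmed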;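 note: 0% = low Mg2+ inducing control and 100% = high Mg2+ repressing control; strong numbers were not always called active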
GPR35 arrestin U2OS: GPR35 antagonists blocking zaprinast-driven arrestin recruitment, primary screen, imaging, U2OS, beta-arrestin-GFP, zaprinast agonist (AID 2058). G-protein coupled receptor 35 (Homo sapiens). U2OS GPR35 beta-arrestin-GFP translocation imaging, zaprinast antagonism; higher % means a stronger effect. one-dose inhibition, % at 10 µM; IC50 in µM for titrated hits. actives 0.052% (n = 290,000);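 active = inhibition of at least 50% with at least 30 cells and total cytoplasm GFP at most 10,000,000; inconclusive = under 30 cells or total GFP of 10,000,000 plus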
NTR1 ag: agonists of NTR1, primary screen, imaging, U2OS cells, beta-arrestin-GFP, high content (AID 493036) | NTR1-U2OS beta-arrestin-GFP spot imaging, agonist mode | activation, % at 20 µM | actives 0.17% (n = 330,000);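 active = activation at or above 40% of the spot to cytoplasm intensity ratio, with at least 20 cells analyzed; inconclusive = wells under 20 cells, flagged as cytotoxic or low count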;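 note: 0% = DMSO without peptide and 100% = 100 nM NTR1 peptide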
Target sequence (P30989 whole entry, looked up): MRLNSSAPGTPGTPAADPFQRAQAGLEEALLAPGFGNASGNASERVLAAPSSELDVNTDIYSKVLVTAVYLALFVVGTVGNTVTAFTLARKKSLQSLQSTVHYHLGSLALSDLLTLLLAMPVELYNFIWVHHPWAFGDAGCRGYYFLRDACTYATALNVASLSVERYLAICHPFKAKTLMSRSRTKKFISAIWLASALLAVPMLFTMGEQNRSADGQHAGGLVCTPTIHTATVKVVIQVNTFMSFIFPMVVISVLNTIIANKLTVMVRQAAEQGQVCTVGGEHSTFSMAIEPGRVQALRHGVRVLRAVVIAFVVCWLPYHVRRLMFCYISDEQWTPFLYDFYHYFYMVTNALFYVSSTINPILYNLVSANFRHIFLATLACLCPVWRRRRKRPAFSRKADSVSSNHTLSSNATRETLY
GPR55 antagonists: GPR55 antagonists blocking LPI-driven arrestin recruitment, primary screen, imaging, U2OS, beta-arrestin-GFP, LPI agonist (AID 2013). G-protein coupled receptor 55 (Homo sapiens). U2OS GPR55 beta-arrestin-GFP translocation imaging, LPI antagonism; higher % means a stronger effect. inhibition, % at 10 µM, or IC50 in µM where a hit was titrated. actives 0.13% (n = 290,000);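 active = spots per cell inhibited over 60%, with over 100 cells counted and total cytoplasm intensity under 500,000; inconclusive = wells with under 100 cells, flagged as likely toxic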;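 note: U2OS cells stably carrying GPR55 and arrestin-GFP stimulated by 5 µM LPI near EC80; imaged beta-arrestin-GFP aggregate spots per cell after agonist stimulation; plate controls were LPI-stimulated DMSO wells for no effect and DMSO wells without LPI for full effect; some results filed as inactive read as strong as hits; confirmed hits need IC50 under 10 µM and bright autofluorescent wells are also inconclusive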
HIV fusion peptide: inhibitors of HIV fusion peptide binding, primary screen, biochemical, uHTS, fluorescence dequenching (AID 1986); cell-free peptide binding, fluorescence dequenching, 30 min; higher % means a stronger effect; one-dose inhibition, % at 20 µM; IC50 in µM for titrated hits; actives 0.3% (n = 290,000); in the data active = inhibition mostly above about 52%, no sharp cut-off; inactive = mostly below about 76%; note: some results filed as inactive read as strong as hits
Myeloid diff 2: induction of myeloid progenitor differentiation, primary screen, cell-based, flow cytometry, MLPCN library. ER-HoxA9 myeloid progenitors, lysozyme-GFP differentiation. calls only at 10 µM. actives 1% (n = 360,000). AID 624256, 2012;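 active = normalized GFP-positive differentiation at or above the plate's own cutoff, the solvent-only control mean plus 3 SD; inconclusive = no clear call, values can overlap the other calls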;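 note: cells exposed to compound for four days before flow analysis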
MgcRacGAP inhibition: MgcRacGAP GTPase-activating activity inhibitors, confirmation, biochemical, ADP Hunter fluorescence | Rac GTPase-activating protein 1 (Homo sapiens) | one-dose inhibition, % at 30 µM; IC50 in µM for titrated hits | AID 624330, 2012 | MgcRacGAP-stimulated Rac1 GTP hydrolysis, ADP Hunter fluorescence; higher % means a stronger effect; GST-tagged Rac1 F28L mutant substrate | actives 0.6% (n = 340,000);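 active = first-screen hits whose inhibition reached a set limit at any dose in the follow-up dose series; inconclusive = inhibition above the set first-screen limit but never retested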;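 note: fluorescence reports GDP produced by GAP-driven GTP hydrolysis; strong numbers were not always called active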
NTR1 ag cell count 20 µM: further read-out of NTR1 ag, marked with its call; cell count; measured here: cell count, cytotoxicity flag
Myeloid diff 2 GFP+ MAC1+ %: second read-out of Myeloid diff 2, no call of its own (marks repeat the call); GFP+ MAC1+ double positive, %; measured here: differentiation confirmed by MAC1 staining
Numbers without * were called inactive; i = inactive; ? = inconclusive; · = no result given; + = active, no number.

SMILES | Siah-1 displacement | LYP inhibition | PhoP inhibition | GPR35 arrestin U2OS | NTR1 ag | NTR1 ag cell count 20 µM | GPR55 antagonists | HIV fusion peptide | Myeloid diff 2 | Myeloid diff 2 GFP+ MAC1+ % | MgcRacGAP inhibition
Cc1ccc(OCCNc2ccc(C(F)(F)F)cc2[N+](=O)[O-])cc1 | 5% | -2% | -1% | 8% | 1.6 | 41 | 16% | 6.1% | i | 0.0 | -2%
Cc1cc(F)ccc1NC(=S)NCCc1ccccc1 | -2% | -4% | 7% | 11% | 0.8 | 61 | -12% | -1.5% | i | 0.7 | 2%
N#C/C(=C/c1ccc(N2CCOCC2)o1)C(=O)Nc1ccccc1 | -3% | 6% | -27% | 6% | · | · | 1% | 147% | + | 0.5* | 10%
CSC(=NS(=O)(=O)c1ccccc1)SC | 3% | -5% | 35% | 8% | 1.0 | 45 | 16% | 3.1% | i | 0.9 | 12%
Cc1ccc(-c2csc(NC(=O)c3cc([N+](=O)[O-])ccc3N3CCOCC3)n2)cc1 | 3% | -1% | -2% | -20% | 2.8 | 48 | -11% | -0.1% | i | 0.2 | 10%
Cc1cccc(Nc2cnn(C34CC5CC(CC(CC(=O)O)(C5)C3)C4)c(=O)c2Cl)c1 | 1% | 0% | -10% | 3% | -0.1 | 48 | 8% | -0.9% | i | 7.9 | 6%
CCOC(=O)Cc1nnc(NC(=O)CSc2ncc(-c3ccccc3)nn2)s1 | 2% | -4% | -5% | -10% | -0.9 | 45 | 2% | 0.4% | i | 0.0 | 11%
COc1ccc(OC)c(C2=NS(=O)(=O)N(C)C(C(=O)NCc3cccs3)=C2)c1 | 5% | 1% | -5% | -6% | 0.4 | 53 | -2% | 1.3% | i | 0.9 | 11%
CC1(C)Cc2c(ccc3ccccc23)C(=O)N1 | 2% | -11% | 5% | -4% | 5.3 | 78 | 6% | -1.4% | i | 0.8 | 10%
C=CCN(CC(=O)NCc1ccccc1)C(=O)c1csnn1 | 1% | -4% | 1% | 2% | -0.1 | 55 | -2% | -0.8% | ? | · | -12%
COc1nnc(-c2ccc(N3CCCCC3)c(NC(=O)C3CCCCC3)c2)c2ccccc12 | 0% | 7% | 2% | -1% | 8.9 | 61 | 4% | 8.7% | i | 1.3 | 5%
OCCNc1nc(-c2ccccc2)c2ccccc2n1 | -4% | -9% | 10% | 16% | -0.3 | 52 | -2% | -1.4% | i | 2.6 | -2%
CC(C)NC(=O)N(Cc1ccc(Cl)cc1)Cc1cccs1 | 6% | -4% | -4% | -10% | -0.6 | 56 | -3% | -1.6% | i | 0.7 | -5%
Cc1c(C)n(C(=O)CN2CCC(C(N)=O)CC2)c2ccccc12 | 0% | 3% | 3% | -1% | -1.1 | 67 | -9% | 1.4% | i | 0.6 | 8%
O=C(Cc1c[nH]c2ccccc12)N[C@@H](Cc1c[nH]c2ccccc12)C(=O)O | 8% | -5% | 0% | 1% | 0.5 | 82 | -6% | 0.6% | i | 0.6 | 13%
CCSc1nc2ccccc2n1Cc1cccc([N+](=O)[O-])c1 | -2% | -2% | 6% | 17% | -0.3 | 60 | -3% | -3.1% | i | 0.6 | 10%
CCC(=O)OCc1cc2cccc(C)c2[nH]c1=O | -5% | -10% | 4% | 1% | 1.6 | 48 | 10% | -1.9% | i | 5.7 | 7%
CCc1nnc(NC(=O)c2nc(S(=O)(=O)Cc3ccccc3)ncc2Cl)s1 | 1% | -7% | -12% | 16% | -0.8 | 71 | -9% | 0.6% | i | 1.8 | 18%
CCOc1c2ccc(C(=O)NCCc3ccc(C)cc3)cc2nn1CC | 4% | -10% | 1% | 9% | -1.4 | 99 | -10% | -2.3% | i | 0.3 | -6%
Cc1cc(NC(=O)CC(C)C)c(=O)n(Cc2ccccc2F)c1 | 0% | -6% | -2% | 13% | 0.2 | 49 | -2% | -0.3% | i | 0.4 | 11%
Cc1nc2c(C)cccc2cc1C(=O)N/N=C/c1ccc(C(=O)O)cc1 | -3% | -1% | 3% | 17% | 1.5 | 53 | -3% | 3.8% | i | 0.0 | ·
CN(C(=O)C1CCC(CNS(=O)(=O)c2cccc3cccnc23)CC1)C1CCCCC1 (centres undefined) | 6% | -4% | -13% | 12% | 2.1 | 50 | 11% | 2.7% | i | 2.8 | 0%
CC(=O)Nc1ccc(CN2CCN(CCC(C)C)C(CCO)C2)cc1 (centres undefined) | 23% | -6% | 2% | 3% | -0.5 | 65 | 18% | 0.9% | i | 0.2 | 2%
Cc1nn(-c2ccc(Cl)cc2)c(=O)c2ccccc12 | 1% | 0% | -2% | 6% | -1.1 | 37 | -6% | -0.3% | i | 0.6 | 4%
NS(=O)(=O)c1ccc(NCc2ccccc2OCc2ccc(F)cc2)cc1 | -1% | -2% | 9% | 15% | 0.9 | 38 | -7% | 3.1% | i | 0.7 | 6%
COC(=O)c1ccccc1OCC(=O)NC1CCCCC1 | 6% | -5% | 0% | 3% | 2.6 | 79 | 8% | -1.5% | i | 7.2 | 5%
COc1ccc(CCNC(=O)C2CCN(S(=O)(=O)c3ccc4c(c3)oc(=O)n4C)CC2)cc1OC | 4% | -2% | -3% | 4% | 0.2 | 46 | 11% | -1.4% | i | 0.8 | 5%
CC(C)CSc1n[nH]c(N)n1 | 0% | -7% | 4% | -14% | 0.0 | 98 | 2% | 0.6% | i | 0.6 | 9%
Nc1cc([N+](=O)[O-])ccc1Nc1ccccc1 | 2% | -5% | -7% | 7% | 0.0 | 71 | 5% | -1.6% | i | 0.2 | 15%
C=CCN(CC=C)CCOc1ccc2ccccc2c1 | 5% | -9% | -4% | 5% | 0.0 | 81 | 13% | -0.4% | i | 0.6 | 18%
CCn1cc(C(=O)NCC2CCCO2)c(=O)c2cc(S(=O)(=O)N3CCC(C)CC3)ccc21 (centres undefined) | 1% | 6% | 6% | 0% | 1.0 | 78 | 3% | 2.4% | i | 1.7 | 9%
Cc1cc(=O)[nH]c2c1cnn2Cc1ccccc1 | 1% | -2% | 0% | 1% | -0.6 | 51 | 12% | 1.3% | i | 0.4 | 3%
O=C(NCCNC(=O)c1cccnc1)c1ccc(Br)cc1 | 4% | -10% | -1% | -12% | 0.4 | 67 | 2% | -1.7% | i | 1.1 | 5%
CCC(=O)Nc1nc(-c2cc([N+](=O)[O-])cs2)cs1 | -4% | -8% | -1% | -5% | 3.8 | 26 | -3% | -3.8% | i | 0.3 | 7%
OCCCCc1nccc2c1[nH]c1ccccc12 | 2% | -22% | 5% | -8% | 0.3 | 46 | 2% | 0.7% | i | 0.2 | 5%
COc1ccc2oc(C(=O)OC(C)C(=O)N(C)c3ccccc3)c(C)c2c1 (centres undefined) | · | · | -5% | · | 2.7 | 55 | · | · | i | 0.5 | 6%
CC(C)(C)N(Cc1ccccc1)C(=O)c1ccc(Cl)cc1[N+](=O)[O-] | 0% | -1% | 3% | -9% | 1.5 | 74 | 7% | 0.0% | i | 0.2 | 10%
CCOC(=O)Cc1csc(NC(=O)CSc2nnc(-c3ccc(OC)cc3)n2C)n1 | -4% | -8% | 5% | -6% | 0.4 | 80 | -7% | -2.3% | i | 0.9 | 0%
CCN=C1S/C(=C\c2ccc(N3CCOCC3)cc2C)C(=O)N1CC | -1% | 1% | -24% | 3% | -0.2 | 62 | -1% | 4.2% | i | 0.9 | 7%
O=S(=O)(/N=C(\[O-])C[n+]1ccccc1)c1ccc(Cl)cc1 | 14% | -8% | -2% | -11% | -1.1 | 57 | 7% | -1.4% | i | 0.2 | 1%
Cc1c(C)c2ccc(Oc3ccc([N+](=O)[O-])cc3C(F)(F)F)c(C)c2oc1=O | 5% | -4% | 7% | 5% | -2.7 | 76 | · | 2.5% | i | 0.5 | 6%
CCCC1c2ccc(C)n2CCN1C(=O)Nc1ccc(F)cc1 (centres undefined) | 2% | 4% | -17% | 2% | 1.0 | 36 | 22% | 22% | i | 0.8 | 9%
O=C(c1n[nH]c(=O)c2ccccc12)N1CCN(c2ccccc2Cl)CC1 | 14% | 0% | 1% | 2% | -0.8 | 70 | 1% | -1.2% | i | 1.3 | 5%
CCOC(=O)C1CCN(S(=O)(=O)c2ccc3c(c2)N(C)C(=O)CC(=O)N3C)CC1 | -5% | -8% | -10% | -15% | -0.6 | 60 | 6% | 2.8% | i | 1.0 | 10%
COc1ccc(C2C(C#N)=C(N)OC3=C2C(=O)CC(C)(C)C3)cc1OC (centres undefined) | -2% | -6% | 18% | 16% | -0.8 | 37 | 15% | -0.8% | i | 0.2 | -1%
COc1ccc(NC(=O)CN(C)C(=O)c2cc(-c3ccc(OC)cc3)nc3ccccc23)cc1 | · | · | -2% | · | 0.0 | 50 | · | · | i | 0.8 | 0%
CC(=O)c1sc(NC(=O)c2ccc(Cl)cc2)nc1C | 1% | -7% | 3% | 3% | 2.5 | 55 | -4% | -0.8% | i | 0.5 | 11%
CCn1cc(C(=O)NN)c(=O)c2cc(F)c(NC3CCCCC3)cc21 | 0% | -4% | · | 2% | 4.2 | 97 | 0% | -0.4% | i | 3.6 | ·
CC(C)(C)c1cc(C(=O)N/N=C/c2ccc([N+](=O)[O-])s2)n[nH]1 | -10% | 11% | -30% | 12% | 0.4 | 54 | 7% | 3.9% | i | 0.7 | 8%
COc1ccc(S(=O)(=O)N2CCCC(C(=O)NC3CC3)C2)cc1OC (centres undefined) | · | · | -2% | · | -1.2 | 64 | · | · | i | 0.5 | 6%
CCOC(=O)C1CCN(S(=O)(=O)c2cc(C(=O)OC)n(C)c2)CC1 | 0% | 3% | · | 5% | 0.6 | 59 | 12% | 1.6% | i | 2.0 | 15%
